# Mac1 fbg inh: inhibitors of CD11b/CD18 adhesion to fibrinogen, primary screen, K562 cells, luminescence | Integrin beta-2 (Homo sapiens) + Integrin alpha-M (Homo sapiens), P05107+P11215 | ATPlite luminescence; Mn2+ added to activate the integrin | inhibition, % at 10 µM | 93,000 tested, 0.54% active | AID 1497, 2009;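 active means primary inhibition of 50% or more at 10 µM, then 40% or more on retest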; further: some results filed as inactive read as strong as hits
# ERb SRC1 inh: inhibitors of ERβ-SRC1 coactivator interaction, primary screen, biochemical, TR-FRET, ERβ LBD, SRC-1 peptide | TR-FRET ER-beta LBD / SRC1-Cy5 peptide binding; receptor agonist-loaded with 1 µM estradiol | inhibition, % at 25.6 µM | 86,000 tested, 1.3% active | AID 633, 2007;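 active means compounds whose percent inhibition of the receptor-coactivator binding signal exceeds about 50% in the single-dose screen, limit read from the data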;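 further: 0% = receptor plus peptide wells without compound and 100% = peptide-only wells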
# Target sequence (Q92731 whole entry, looked up, the tested form may be a part): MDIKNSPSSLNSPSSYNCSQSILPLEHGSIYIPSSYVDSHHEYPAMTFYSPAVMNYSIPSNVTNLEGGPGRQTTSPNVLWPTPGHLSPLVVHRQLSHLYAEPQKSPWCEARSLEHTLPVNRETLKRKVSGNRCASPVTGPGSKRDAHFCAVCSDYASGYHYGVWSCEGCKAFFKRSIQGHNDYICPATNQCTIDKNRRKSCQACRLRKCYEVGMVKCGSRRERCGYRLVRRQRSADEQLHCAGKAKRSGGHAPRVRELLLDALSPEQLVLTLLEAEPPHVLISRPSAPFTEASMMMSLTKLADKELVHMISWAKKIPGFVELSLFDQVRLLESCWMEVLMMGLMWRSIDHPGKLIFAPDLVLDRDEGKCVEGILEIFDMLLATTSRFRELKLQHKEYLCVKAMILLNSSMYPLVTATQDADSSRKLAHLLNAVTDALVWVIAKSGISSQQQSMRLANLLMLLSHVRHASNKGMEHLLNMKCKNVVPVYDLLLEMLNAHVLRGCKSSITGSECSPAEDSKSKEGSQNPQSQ
# sEH act: soluble epoxide hydrolase activators, primary screen, biochemical, human sEH | Bifunctional epoxide hydrolase 2 (Homo sapiens), P34913 | purified human sEH enzymatic activity, activator screen | activation, % at 2 µM | 91,000 tested, 0.04% active; in the data active means activation above about 37%; further: values of inactives mirror those of a sister screen read the other way
# Target sequence (P34913 whole entry, looked up): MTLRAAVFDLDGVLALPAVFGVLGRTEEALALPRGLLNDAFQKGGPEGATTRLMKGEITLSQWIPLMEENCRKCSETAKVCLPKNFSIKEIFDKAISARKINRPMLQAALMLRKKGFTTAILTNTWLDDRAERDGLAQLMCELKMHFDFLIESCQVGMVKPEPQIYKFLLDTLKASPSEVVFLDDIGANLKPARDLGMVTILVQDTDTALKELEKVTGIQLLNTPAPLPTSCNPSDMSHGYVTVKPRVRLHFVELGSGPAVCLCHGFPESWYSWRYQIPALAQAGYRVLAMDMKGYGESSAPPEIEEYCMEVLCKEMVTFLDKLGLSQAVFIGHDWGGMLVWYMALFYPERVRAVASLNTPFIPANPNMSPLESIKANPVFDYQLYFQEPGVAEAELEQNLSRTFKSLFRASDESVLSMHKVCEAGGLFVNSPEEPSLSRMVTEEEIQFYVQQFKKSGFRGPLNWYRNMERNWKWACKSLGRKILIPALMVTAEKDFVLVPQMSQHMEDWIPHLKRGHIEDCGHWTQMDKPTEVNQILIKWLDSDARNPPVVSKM
# MT1-MMP txn act: MT1-MMP promoter reporter activation – cell-based, luciferase luminescence, primary screen; activation factor at 10 µM; HT1080 MT1-MMP promoter luciferase reporter, overnight; hits give high values; 86,000 tested, 0.16% active;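 active means activation factor of at least 2 for MT1-MMP transcription at 10 µM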
# sEH inhibitor: soluble epoxide hydrolase inhibitors, primary screen, biochemical, human sEH; Bifunctional epoxide hydrolase 2 (Homo sapiens), P34913; recombinant human sEH enzymatic activity assay; inhibition, % at 2 µM; 91,000 tested, 0.34% active; in the data active means inhibition above about 80%; further: values of inactives mirror those of a sister screen read the other way; many of its hits are not listed in these tables
# Mac1 fbg enh: enhancers of CD11b/CD18 adhesion to fibrinogen, primary screen, K562 cells, luminescence; ATPlite luminescence; 93,000 tested, 0.07% active; activation, % at 10 µM;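 active means 10 µM primary screen giving 50% or more activity, confirmed by 40% or more on retest at that dose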; further: strong numbers were not always called active; reference of the scale not given here
# Smad3 FoxH1 inh: Smad3/FoxH1 peptide binding inhibitors, primary screen, biochemical, TR-FRET. Mothers against decapentaplegic homolog 3 (Homo sapiens), P84022. TR-FRET Smad3/Dy647-FoxH1 peptide binding, europium anti-His. inhibition, % at 25 µM. 88,000 tested, 0.29% active. AID 630, 2007;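 active means compounds that reduce the energy-transfer binding signal between the protein and its labelled peptide by more than half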;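 further: 0% = Smad3 plus labelled peptide maximal FRET and 100% = peptide-only background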
# Candida biofilm: clotrimazole potentiators killing Candida biofilms, primary screen, with clotrimazole, Alamar Blue | AID 834, 2007 | inhibition, % at 6 µM | C. albicans biofilm + clotrimazole | 85,000 tested, 0.14% active;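 active means inhibition above 20%; inactive means inhibition below 20%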;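 further: preformed 24 hr biofilms exposed to compound for 48 hr; 0% = biofilm without compound and 100% = blank killed by clotrimazole plus chlorhexidine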
# ERa SRC1 pot: enhancers of ERα–SRC-1 coactivator binding, primary screen, biochemical, TR-FRET, ERα LBD, low estradiol. TR-FRET ERalpha-LBD/SRC-Cy5 coactivator binding, 2 h; 100 = basal binding, no effect. coactivator binding (% of control), % at 25.6 µM. 86,000 tested, 1.3% active. AID 639, 2007; in the data active means activity above about 200%;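 further: binding measured in presence of low estradiol as agonist stimulus; 0% = peptide alone without receptor and 100% = receptor with peptide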
# Active calls of the source: *; nt = not tested or not shown; [ ] = dose if it differs, or a comment. The list is partial; count on the stated rates, not on these rows.
Molecule	MT1-MMP txn act	Mac1 fbg inh	Candida biofilm	Mac1 fbg enh	ERb SRC1 inh	sEH act	sEH inhibitor	ERa SRC1 pot	Smad3 FoxH1 inh
O=C(NCc1ccco1)C1CCCN(S(=O)(=O)c2ccc(-n3cnnn3)cc2)C1 (stereo unspecified)	1.2	2	8	0	19	nt	nt	157	2
COc1cccc2c(=O)c(C(=O)O)c[nH]c12	nt	8	nt	-2	nt	-4	3	nt	nt
O=c1c(O)c(-c2cccs2)oc2ccc(Cl)cc12	1.1	-13	7	-4	7	-10	7	76	-3
CCOC(=O)CSc1nc2ccccc2c(=O)n1Cc1ccco1	1.1	8	5	-6	15	nt	nt	96	-3
CN(CC(=O)NCc1ccc(Cl)cc1)S(=O)(=O)c1cccc2nsnc12	1.1	11	-3	-3	3	4	-4	105	18[fluorescence artefact?]
COc1ccc(NS(=O)(=O)c2ccc(S(=O)(=O)N3CCCC3)cc2)cc1	1	17	11	-4	-11	8	-9	101	-6
Clc1ccccc1COc1ccccc1-c1nnco1	0.9	-11	4	2	-2	1	-1	112	1
COC(=O)c1c(C(=O)OC)c(-c2ccc(C)cc2)n2c1CS(=O)(=O)C2	1.3	1	6	-2	-24	-1	3	100	-1
CCc1c(C(=O)Nc2ccc(OC)c(Cl)c2)[nH]c(C)c1C(C)=O	1.4	nt	6	nt	5	nt	nt	120[fluorescence artefact?]	7
COc1cc(OC)cc(-c2nc3nc(C)c(CCC(=O)O)c(C)n3n2)c1	0.9	-22	1	-2	-6	-1	2	101	5
O=C(COC(=O)C1CC1)Nc1ccc(OC(F)F)cc1	nt	-16	nt	-6	nt	2	-1	nt	nt
O=C(CCCn1c(=S)[nH]c2ccccc2c1=O)NC1CCCCC1	1.2	2	1	0	-17	-36	34	104	4
O=c1c2ccccc2nc2n1CCCCN2	1.1	0	8	0	12	26	-29	82	-1
O=S(=O)(c1cccc(-c2cn3cccnc3n2)c1)N1CCCCCC1	1.1	-6	4	21	32	-10	12	124	-5
CC(=O)Nc1ccc(S(=O)(=O)N(C2=NCC(C)S2)c2ccccc2)cc1 (stereo unspecified)	1.1	nt	11	nt	-5	9	-9	98	4
Cc1ccc(S(=O)(=O)Nc2cc(NC(=O)CN3CCOCC3)ccc2Cl)cc1	1	6	8	-2	-19[fluorescence artefact?]	-7	7	120	2
CCCC1(c2ccccc2)NC(=O)N(CC(=O)c2[nH]c(C)c(C(=O)OCC)c2C)C1=O (stereo unspecified)	0.8	5	nt	0	nt	-14	15	nt	nt
COc1ccc(-n2nnnc2SCC(=O)NC(=O)Nc2ccc3c(c2)OCCO3)cc1	1.2	2	5	-3	0	-30	29	102	-17
O=C(CSc1nc(-c2ccccc2)cc(=O)[nH]1)N1CCOCC1	1	-4	-8	-10	-7	-6	9	108	0
CCOC(=O)c1c(NC(=O)COC(=O)c2c(C)noc2C)sc2c1CCC2	1.1	nt	3	nt	13[fluorescence artefact?]	-5	9	132	12
O=C(OCc1cccs1)c1ccccc1NS(=O)(=O)c1ccc2c(c1)OCCO2	1.1	22	6	34	-1	2	-4	83	4
CSCCC(NC(=O)COc1ccccc1)C(=O)N1CCN(c2ccccc2F)CC1 (stereo unspecified)	1.1	18	4	-1	-6	5	-7	119[fluorescence artefact?]	5
COc1ccc(CNC(=O)CSc2nnc(-c3ccc(NC(C)=O)cc3)n2C)cc1	1	-3	2	-4	-18	10	-4	129	2
CCOC(=O)C1CCN(S(=O)(=O)c2cccc(-c3cn4cc(Cl)ccc4n3)c2)CC1	1.1	6	3	20	-9	8	-8	109	-4
COc1cnc(SCc2ccc(Cl)cc2Cl)nc1Cl	nt	-8	nt	-8	nt	-17	19	nt	nt
CCOC(=O)c1nnc2cc(-c3ccc(Br)cc3)nn2c1C	1.1	-22	9	76	23	4	-4	91	13
CCOC(=O)c1cnc(SCc2nc(N)nc(Nc3ccc(C)cc3)n2)nc1N	1.2	6	2	-9	2	-1	-1	103	5
COCCSc1ccccc1C(=O)NCCCn1ccnc1	1	-1	6	2	1	-11	6	94	3
Cc1cc(C(=O)NC2CCCC2)on1	1.1	nt	-1	nt	-12	nt	nt	116[fluorescence artefact?]	-5
CN1OC2C(=O)N(c3ccccc3)C(=O)C2C1c1ccc(F)cc1 (stereo unspecified)	nt	-20	nt	0	nt	24	-27	nt	nt
CCn1cc(/C=N/NC(=O)c2ccc3c(c2)OCO3)c(C)n1	nt	0	nt	-2	nt	-26	25	nt	nt
CCc1nnc(NC(=O)C(=O)NCCOC(=O)c2ccccc2)s1	nt	4	nt	0	nt	-5	7	nt	nt
Cc1cc(=O)[nH]c(SCC(N)=O)c1C#N	1	-4	-4	-3	-6	6	-5	107	5
COc1ccc(OCC(=O)Nc2ccc3c(c2)nc(CCN2CCOCC2)n3C)cc1	1	-6	6	2	2	2	-2	140	6
COc1ccc(C)cc1S(=O)(=O)Nc1ccc(F)c(Cl)c1	1.1	nt	6	nt	-4	24	-23	94	5
Cc1cc(N2CCOCC2)n2ncc(-c3ccccc3)c2n1	nt	27	6	1	-8	6	-6	106	2
COc1ccc(CCNC(=O)CSc2nc(-c3ccco3)cc(C(F)(F)F)n2)cc1	1.1	0	5	2	-3	nt	nt	110	-9
COc1cccc(C(=O)Nc2cc(=O)n(C)c(=O)n2C)c1	nt	nt	3	nt	-10	nt	nt	114	0
N=c1n(Cc2ccc(Cl)cc2)c2ccccc2n1CC(O)c1ccco1 (stereo unspecified)	1.3	-3	9	-3	0	nt	nt	93	1
c1ccc(CCc2nn3c(-c4ccncc4)nnc3s2)cc1	1.1	8	7	0	-14	-5	5	85	22
CC(C)=CC1C(C(=O)Nc2ccc(Br)cn2)C1(C)C (stereo unspecified)	1	-31	-2	-2	6[fluorescence artefact?]	-14	15	96[fluorescence artefact?]	-17
COc1ccc(C2c3c(oc4ccc(Cl)cc4c3=O)C(=O)N2Cc2ccco2)cc1OC (stereo unspecified)	1.1	14	2	92	3	nt	nt	114	10
Cn1c(/N=C/c2ccc3c(c2)OCO3)nc2ccccc21	1.1	-4	-1	-3	-1	-5	3	105	9[fluorescence artefact?]
COc1ccc(S(=O)(=O)NCC(c2cccnc2)N2CCN(c3ccc(F)cc3)CC2)cc1C (stereo unspecified)	1.2	nt	6	nt	-2	6	0	123	9
COc1ccc(NC(=S)NCc2ccco2)c(OC)c1	nt	-18	-3	-1	-9	7	-7	77	-3
Cc1ccc(NC(=O)N2CCN(Cc3ccc4c(c3)OCO4)CC2)cc1	1.1	1	7	2	3[fluorescence artefact?]	-17	16	112	6
COC(=O)CCC(=O)c1oc2ccc(Cl)cc2c1NC(=O)CCCN1C(=O)c2ccccc2C1=O	1.1	nt	8	nt	2	8	-11	117[fluorescence artefact?]	-1[fluorescence artefact?]
Cc1nn(-c2cc(N3CCCC3)ccc2[N+](=O)[O-])c(=O)c2ccccc12	1.2	-57	2	1	-1	3	-2	92	2
CCC1SC2=NC(C)=C(C(=O)OC)C(c3ccc(C)cc3)N2C1=O (stereo unspecified)	1.1	-20	6	1	-1	11	-5	116	-4
CCOC(=O)N1CCN(C(=O)C(=O)Nc2ccc3nc4n(c(=O)c3c2)CCCCC4)CC1	nt	-16	11	-2	4	1	-3	105	3
Cc1nn(C(=O)c2ccoc2C)c(N)c1-c1ccccc1	1.6	4	0	-6	-6	nt	nt	106	-3
CSCCNC(C)=O	1.1	-29	10	1	-12	14	-18	112	-5
COC(=O)c1ccccc1N(C)C(=O)C12CCC(C)(C(=O)O1)C2(C)C (stereo unspecified)	1	26	1	-2	-4	-3	2	109	8
CCCCN(CCCC)CCNC(=O)CNC(=O)c1cccs1	1.1	-17	-7	-2	-15	19	-21	101	-9
COc1ccc(C(=O)Nc2nnc(Cc3cccs3)s2)cc1OC	1.2	nt	9	nt	7[fluorescence artefact?]	nt	nt	173	0
CCOC(=O)C1=C(C)NC(SCC(=O)OC)=C(C#N)C1c1ccc(C(=O)OC)cc1 (stereo unspecified)	1.1	13	8	9	-4	nt	nt	103[fluorescence artefact?]	2
CCCn1nnc(NC(=O)c2cccc(OCC(C)C)c2)n1	1.3	25	5	-2	8	nt	nt	98	-2[fluorescence artefact?]
O=S(=O)(/C=C/c1ccccc1)N1CCN(c2cccc(Cl)c2)CC1	1	4	4	9	-1	38*	-38	111	-15
COc1ccc(CCNC(=O)C2CCN(S(C)(=O)=O)CC2)cc1	1.1	-28	5	1	-7[fluorescence artefact?]	-20	18	127[fluorescence artefact?]	2
CN(C(=O)COC(=O)c1nc(-c2ccccc2)n(-c2ccccc2)n1)C1CCS(=O)(=O)C1 (stereo unspecified)	1.1	-16	-2	3	-1	6	-4	129	-6

# (continued)
Molecule	MT1-MMP txn act	Mac1 fbg inh	Candida biofilm	Mac1 fbg enh	ERb SRC1 inh	sEH act	sEH inhibitor	ERa SRC1 pot	Smad3 FoxH1 inh
NC(=O)C[C@@H]1N[C@]2(C(=O)Nc3ccccc32)[C@@H]2C(=O)N(c3cc(C(F)(F)F)ccc3Cl)C(=O)[C@H]12	1	-6	2	-5	-11	22	-20	119	9
Cc1cccc(C)c1N1CC(=O)N(c2c(C)cccc2C)CC1=O	1	nt	1	nt	-15	-21	24	102	-10
CC1(C)CC(=O)C(C=Nc2ccc3[nH]ncc3c2)=C(O)C1	1.3	-23	4	-1	21[fluorescence artefact?]	1	1	84[fluorescence artefact?]	-5
O=C1CCC2CCCCC2(O)O1 (stereo unspecified)	1	-1	-1	-3	-10	-4	2	119[fluorescence artefact?]	8
CC(=O)NCCOC(=O)Nc1sc(=S)n(C)c1C	1.2	nt	1	nt	-11[fluorescence artefact?]	0	5	97	-15
Cc1cccc(-c2noc(-c3ccccc3C(=O)NCC3CCCO3)n2)c1 (stereo unspecified)	1.4	-7	7	-2	7[fluorescence artefact?]	-14	11	101	3
O=C(O)c1ccc(Cl)c2c1C1C=CCC1C(c1ccccn1)N2 (stereo unspecified)	1.1	15	15	-6	87*[fluorescence artefact?]	3	-2	15[fluorescence artefact?]	13
CCOC(=O)N1CCN(C(=O)c2ccc3c(c2)ncn3C2CCCC2)CC1	0.9	4	2	-4	3[fluorescence artefact?]	nt	nt	113	-1
Cc1ccc(NCc2nnc(SCC(=O)N3CCCCC3)n2CC2CCCO2)c(C)c1 (stereo unspecified)	1.1	nt	9	nt	-6	0	0	124	0
CCOC(=O)Cc1cc(-c2ccc(O)cc2)nc2ccc3ccccc3c12	nt	-3	nt	0	nt	6	-6	nt	nt
CCc1c(C)nc(Nc2nc(C)c3ccc(OC)cc3n2)[nH]c1=O	nt	-43	-7	0	-1	4	-4	102	8
CCCCn1ccnc1C(=O)c1cccc(S(=O)(=O)N2CC(C)CC(C)C2)c1 (stereo unspecified)	1.1	-3	5	2	-8	-6	7	90	18
CC1CCN(CC(O)COc2ccc(F)cc2)CC1 (stereo unspecified)	1.1	-8	4	0	0[fluorescence artefact?]	nt	nt	141	9

# High-throughput results as filed in PubChem.
